Bioassay records (PubChem)
MITF primary = MITF inhibitors, primary screen, biochemical, AlphaScreen, human; Microphthalmia-associated transcription factor (Homo sapiens), O75030; AlphaScreen MITF homodimerization, bead proximity signal; inhibition, % at 2.6 µM; 0.91% of 650,000 active; in the data active = inhibition above about 50%;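 also: 0% = vehicle wells with protein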
Target sequence (O75030 whole entry, looked up): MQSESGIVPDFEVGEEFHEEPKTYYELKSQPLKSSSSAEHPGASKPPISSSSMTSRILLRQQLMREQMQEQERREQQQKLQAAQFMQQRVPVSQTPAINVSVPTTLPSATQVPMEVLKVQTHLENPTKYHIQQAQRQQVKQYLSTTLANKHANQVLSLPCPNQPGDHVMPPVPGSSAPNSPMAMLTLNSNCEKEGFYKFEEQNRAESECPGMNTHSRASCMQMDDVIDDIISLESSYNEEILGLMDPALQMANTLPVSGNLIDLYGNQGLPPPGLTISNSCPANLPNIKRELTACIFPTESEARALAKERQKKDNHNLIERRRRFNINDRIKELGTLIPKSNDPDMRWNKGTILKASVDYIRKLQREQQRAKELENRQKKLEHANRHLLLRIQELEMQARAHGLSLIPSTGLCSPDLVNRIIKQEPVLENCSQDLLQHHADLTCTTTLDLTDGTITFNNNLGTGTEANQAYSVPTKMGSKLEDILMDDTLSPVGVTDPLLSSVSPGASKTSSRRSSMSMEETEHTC
FBW7 act = FBW7 E3 ligase activators, primary screen, biochemical, AlphaScreen, human. F-box/WD repeat-containing protein 7 (Homo sapiens), Q969H0. AID 1259310, 2017. AlphaScreen FBW7–phospho-cyclin E peptide binding, activator screen. normalized activity (activation), % at 26.1 µM. 0.13% of 650,000 active; in the data active = normalized activity above about 1.9%;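 also: purified mutant Fbw7 with reduced substrate affinity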
TEAD-YAP inh = TEAD-YAP interaction inhibition, primary screen, TEAD-YAP interaction inhibitor project, luminescence, HEK-TIYL cells | 1.4% of 640,000 active | TEAD-Gal4/YAP UAS-luciferase luminescence | inhibition, % at 9.12 µM | AID 1259422, 2018; in the data active = inhibition above about 32%;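 also: 0% = median of test compound wells and 100% = reference inhibitor wells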
GPR151 activ = activators of human GPR151, primary screen, cell-based, PathHunter beta-arrestin, luminescence; G-protein coupled receptor 151 (Homo sapiens), Q8TDV0; PathHunter beta-arrestin GPR151 cells; activation, % at 11.2 µM; 1% of 650,000 active; AID 1508602, 2020; in the data active = activation above about 4.9%;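 also: 0% = median of compound wells and 100% = cells with positive control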
Target sequence (Q8TDV0 whole entry, looked up): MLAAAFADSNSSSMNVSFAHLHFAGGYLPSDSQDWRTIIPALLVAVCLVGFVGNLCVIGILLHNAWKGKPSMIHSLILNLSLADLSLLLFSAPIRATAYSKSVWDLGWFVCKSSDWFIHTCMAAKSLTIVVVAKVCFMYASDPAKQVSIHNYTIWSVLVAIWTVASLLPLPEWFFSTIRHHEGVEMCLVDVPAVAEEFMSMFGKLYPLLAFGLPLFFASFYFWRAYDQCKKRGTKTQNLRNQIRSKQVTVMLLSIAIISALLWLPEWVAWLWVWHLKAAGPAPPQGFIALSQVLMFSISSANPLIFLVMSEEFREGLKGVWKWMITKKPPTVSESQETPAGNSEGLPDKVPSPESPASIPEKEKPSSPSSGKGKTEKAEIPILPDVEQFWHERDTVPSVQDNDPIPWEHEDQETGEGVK
The depositor's hits bear a star; & = joins results of further samples. Not a hit list; 3.4% or so of the library scored in one or more.

SMILES	MITF primary	FBW7 act	TEAD-YAP inh	GPR151 activ
COc1ccc(OC)c(NC(=O)CN(C2CCCCC2)S(C)(=O)=O)c1	11	0.0	-9	0.2
O=C(Nc1ccncc1)c1ccncc1	8	0.1	9	1.4
CC1CCN(c2nc3c(c(=O)[nH]2)CCN(Cc2ccc(Br)s2)C3)CC1	8	0.5	4	-0.1
CC1C=CCC2C(=O)N(c3cccc(C(=O)O)c3)C(=O)C12 (stereo not given)	12	0.0	9	0.6
CC1CCCCC12NC(=O)N(CC(=O)OCCCCN1C(=O)c3ccccc3C1=O)C2=O (stereo not given)	1	0.2	16	3.6
CCc1ccc(NC(=O)CSc2nc3ccsc3c(=O)n2-c2ccc(F)cc2)cc1	-16	-0.1	17	0.1
Cc1cccc(C(=O)NNC(=O)c2ccc(O)cc2)c1	4	0.0	-9	-3.9
O=C1CCCC2=C1C(c1cccc(Cl)c1Cl)n1ncnc1N2 (stereo not given)	4	-0.1	4	0.9
Cc1ccc(C)c(OCC(=O)NC(C)(C)C)c1	8	0.4	2	1.0
CCCOc1ccc(CNC(CC)CO)cc1OC (stereo not given)	-24	0.1	7	0.0
COc1ccc(Cl)cc1S(=O)(=O)N1CCN(S(=O)(=O)c2cc(Cl)ccc2OC)CC1	-3	-0.1	-3	-0.2
Cc1ccc(C)c(NC(=O)/C=C/c2ccc(C)o2)c1	3	-0.1	-4	-0.7
CN(C)Cc1cc(CN(C)C)c(O)c(CN(C)C)c1	-19	0.0	-7	-1.6
Cc1ccc2nc(CSCc3ccc(Cl)cc3Cl)oc(=O)c2c1	19	0.0	-3	1.3
CCOc1cccc(/C(O)=C2\C(=O)C(=O)N(CCCn3ccnc3)C2c2ccco2)c1 (stereo not given)	5	-0.2	-24	0.6
COc1ccc(NC(=O)C2(S(=O)(=O)c3ccc(C)cc3)CC2)cc1OC	-3	-0.1	-12	-1.5
CC12CCC(C(=O)Nc3ccccc3N3CCOCC3)(CC1=O)C2(C)C (stereo not given)	22	-0.1	6	-1.7
CC(=O)Nc1ccc(Nc2nc(-c3cccc(N)c3)nc3c2ncn3C(C)C)cc1	11	0.1	38*	-1.4
CSc1nc(=O)cc(N)n1-c1cccc(C(F)(F)F)c1	12	0.1	-2	1.0
COc1ccc(Cl)cc1NC(=O)CSC1=C(C#N)C(c2ccco2)C(C(N)=O)=C(C)N1 (stereo not given)	4	0.0	7	0.4
Cc1ccc(CSc2nc3ccccc3c(=O)n2CC2CCCO2)cc1 (stereo not given)	-8	0.0	-8	-0.7
O=C(Nc1ccc(C(=O)N2CCOCC2)cc1)c1ccc(Cl)cc1Cl	-5	-0.1	-11	0.0
COc1ccc(C2=NOC(C(=O)Nc3cccc(O)c3)C2)cc1 (stereo not given)	-4	0.1	-7	0.3
COCCNC(=O)c1cc2c(=O)[nH]c3ccccc3c2n1C	11	0.0	1	-0.2
Cc1noc(C)c1COC(=O)c1cccc(S(=O)(=O)N(C)C2CCCCC2)c1	-5	0.1	8	1.1

The closing 2 records of the section before lead into the next.
SMILES	MITF primary	FBW7 act	TEAD-YAP inh	GPR151 activ
COCCNC(=O)c1cc2c(=O)[nH]c3ccccc3c2n1C	11	0.0	1	-0.2
Cc1noc(C)c1COC(=O)c1cccc(S(=O)(=O)N(C)C2CCCCC2)c1	-5	0.1	8	1.1
CCOc1nn(CC)cc1-c1nnc(SCCOC)n1CC	3	0.1	2	1.9
CC1=C(C(=O)Nc2ccccc2F)C(c2ccc3c(c2)OCO3)C2=C(CC(C)(C)CC2=O)N1 (stereo not given)	-5	0.1	-3	0.4
CCc1nc2c(cnn2-c2ccccc2)c(=O)n1-c1cccnc1	16	0.2	5	0.4
Cn1c(=O)[nH]c(=O)c2c1nc(NN)n2Cc1ccccc1	-10	-0.6	0	-0.6
CC(=O)Nc1ccc(N2C(=O)c3cccc(NC(C)=O)c3C2=O)cc1	10	0.0	7	2.4
O=C(Nc1onc2c1CCCC2)c1cc2ccccc2o1	-1	0.0	-17	-1.3
COc1ccc(C(=O)N/N=C/C=C/c2ccccc2)c(OC)c1	3	0.0	3	1.5
CS(=O)(=O)c1cc(C#N)c(N2CCNCC2)nc1-c1ccccc1	13	0.1	11	-1.6
O=C(Cn1cnc2ccccc2c1=O)Nc1nnc(SCc2ccc(Cl)cc2)s1	-2	0.0	-2	-0.1
CCCC1=NN2C(=N)/C(=C/c3ccc(OCCOc4cc(C)cc(CC)c4)c(OC)c3)C(=O)N=C2S1	1	0.0	13	2.4
O=C(O)CCCCCN1C(=O)C(O)=C(C(=O)/C=C/c2ccccc2)C1c1ccc(Br)cc1 (stereo not given)	7	0.4	11	0.7
CCC(C)CC(=O)N1CCc2c(C(=O)OC)c(OCc3cccnc3)cc(=O)n2CC1 (stereo not given)	5	0.0	-2	0.0
Cc1sc2ncnc(-n3nnc4ccccc43)c2c1C	-5	-0.1	-5	0.5
COc1cc(C(=O)NCc2ccco2)c(Br)c(OC)c1OC	-5	-0.2	3	-1.1
CCOC(=O)CNC(=O)c1ccc(Cl)s1	-3	-0.1	-8	0.4
O=C(O)CC1SC(N2CCCC2)=NC1=O (stereo not given)	7	0.3	-3	0.5
Cc1ccc([N+](=O)[O-])cc1S(=O)(=O)Nc1ccc(C(=O)O)cc1	8	0.1	10	-0.9
Cc1cc(O)c(NC(=O)COc2ccc(Cl)cc2)cc1C	9	0.5	5	-1.5
COc1cccc(-c2cc(C(=O)NC3CCCC3)on2)c1	-10	0.0	-68	-2.0
CCOC(=O)c1c(C)[nH]c(C(=O)CSc2nc(C)c(C)c(C)n2)c1C	6	0.1	4	-0.6
O=P1(NC2CCCCC2)C=C(c2ccccc2)OC(c2ccccc2)=C1	2	0.0	4	2.4
COc1ccccc1C(=O)n1c(=S)nc2cc(C)ccn21	0	0.0	-43	1.6
CN(C)c1ccc(C(=O)Nc2ccccc2Br)cc1	-2	0.1	65*	-5.2
COc1cccc(-c2cc3c(c(OC)c2)OCCN(S(=O)(=O)c2ccc(F)cc2)C3)n1	-3	0.0	1	-1.0
Cc1nc(-c2ccccc2)sc1CC(=O)Nc1ccc(Cl)nc1	6	-0.2	-13	-1.3
Other results
SMILES	MITF primary	FBW7 act	TEAD-YAP inh	GPR151 activ
O=C(CN1C(=O)/C(=C\c2ccccc2)Oc2ccccc21)NC1CCCCC1	7	0.8	-3	-1.2
COc1ccc(OC)c(C2C3=C(CC(C)(C)CC3=O)Nc3nc(SC)nn32)c1 (stereo not given)	-7	-0.1	9	-0.8
CNC(=O)c1ccsc1NC(=O)c1ccco1	-3	-0.1	3	1.4
O=C(CC12CC3CC(CC(C3)C1)C2)N1N=CCC1(O)C(F)(F)F (stereo not given)	0	-0.1	8	0.5
O=C(c1ccc(O)cc1)c1ccc(O)cc1	1	0.4	5	3.1
O=C1c2ccccc2C(=O)N1c1nc(-c2ccc(Br)cc2)cs1	3	0.2	-7	-0.6
CCC1(C)CC(CCNCc2ccc(OC)c(OC)c2)(c2ccc(OC)cc2)CCO1 (stereo not given)	-2	-0.1	2	1.7
COc1ccc(Cl)cc1NC(=O)c1sc2ncnc(N3CCN(c4ccccn4)CC3)c2c1C	14	0.6	14	-1.7
CCCCn1c(CNC(=O)c2ccc(OC)cc2)nnc1SCC(=O)OCC	14	-0.1	2	6.4*
Cc1ccc(CCNC(=O)CCCCCn2c(=O)[nH]c3ccsc3c2=O)cc1	11	-0.1	1	-0.4
COc1ccc(C)cc1NC(=O)Nc1c(C)n(C)n(-c2ccccc2)c1=O	0	-0.2	-7	-0.9
COc1ccccc1-n1c(SCC(=O)NC2CCCCC2)nc2c(sc(=S)n2-c2ccccc2C)c1=O	-2	-0.1	10	0.8
c1cncc(-c2ccc(NCCN3CCOCC3)nc2)c1	8	-0.3	-2	0.9
Cc1cc(C(=O)Nc2sc3c(c2C(N)=O)CCCC3)on1	1	0.1	-12	1.5
CCc1cc2c(s1)SC(c1ccc([N+](=O)[O-])cc1)NC2=O (stereo not given)	1	-0.1	-18	1.6
NC(=O)COc1ccc2c(C(F)(F)F)cc(=O)oc2c1	54*	-0.1	12	-0.6
CCc1ccc(N(CC(=O)NC)S(C)(=O)=O)cc1	-12	0.3	-3	5.3*
Cc1cc(OCC(=O)NNC(=O)C2COc3ccccc3O2)cc(C)c1Cl (stereo not given)	-6	0.0	7	2.6
O=C(O)CCCCCCNC(=O)c1cccnc1	12	0.3	4	0.5
C/C(=N\NC(=O)c1nnn(-c2nonc2N)c1-c1ccccc1)c1cccc([N+](=O)[O-])c1	0	0.0	18	-0.3
O=C(NCc1ccc(F)cc1)C1CCC(=O)N1C1CCCC1 (stereo not given)	5	-0.1	2	0.2
COCCn1nnnc1C(c1ccccc1)N1CCN(c2cccc(Cl)c2)CC1 (stereo not given)	-13	0.2	-5	-0.3
Cc1cc([N+](=O)[O-])nn1CC(=O)NCc1ccccc1	7	-0.1	-4	-1.6
Cc1cc(-n2c(SCC(=O)NCC3CCCO3)nc3ccsc3c2=O)ccc1Cl (stereo not given)	-10	-0.2	-8	1.3
O=C(CSc1ncnc2c1nnn2Cc1ccc(F)cc1)N1CCCCCC1	1	-0.1	5	-0.7
More compounds follow:
SMILES	MITF primary	FBW7 act	TEAD-YAP inh	GPR151 activ
CCOC(=O)C1=C(C)N=c2s/c(=C\c3ccc(-c4cccc(Cl)c4Cl)o3)c(=O)n2C1c1cccs1 (stereo not given)	15	0.2	-10	-0.6
O=C(NC1CCCCC1)N1CCCC(c2nc3c(nnn3Cc3ccccc3)c(=O)[nH]2)C1 (stereo not given)	-4	-0.1	6	1.3
CCOc1ccc(NC(=O)CSC2=C(C#N)C(c3ccncc3)C(C(=O)Nc3ccccc3)=C(C)N2)cc1 (stereo not given)	-16	0.2	-4	-2.2
CCCc1cc(=O)oc2cc(OC(C)C(=O)OCC)ccc12 (stereo not given)	6	0.0	-5	0.8
Cc1ccc(S(=O)(=O)NC(C)(C)CN2CCOCC2)cc1	7	0.6	10	-0.9
CNC(=O)c1ccccc1Nc1cc(NC(=O)C(F)(F)c2ccccc2)ncc1C(F)(F)F	-15	0.5	42*	-1.2
CCCCc1nnc(NC(=O)c2ccc(C(C)(C)C)cc2)s1	0	-0.1	-6	0.4
COCCN1CCCc2ccc(NC(=O)c3ccc(Br)cc3)cc21	10	0.0	-50	1.8
CCN(CC)S(=O)(=O)c1ccc(N2CCOCC2)c(C(=O)O)c1	0	-0.5	-4	1.6
O=C(COc1ccccc1F)Nc1sccc1-c1nc2ccccc2s1	8	-0.1	-13	1.0
CC1CCCC(NC(=O)C2N(CCCN3CCOCC3)C(=O)C3C(C(=O)Nc4ccc(Cl)cc4)C4C=CC32O4)C1C (stereo not given)	-5	0.2	-8	-0.1
COc1ccc(-c2nc(C#N)c(NC3CCCCC3)o2)cc1	-2	0.0	-21	1.6
Cc1ccccc1OCC(=O)OC(C)CN1CCOCC1 (stereo not given)	13	1.6	-1	0.7
Cn1c(=O)c(=O)n(C)c2cc(S(=O)(=O)CCC(=O)Nc3ccccc3Cl)ccc21	7	-0.1	-8	-1.4
Fc1ccc(CNc2ccnc3c(-c4cccc5cccnc45)cnn23)cc1	0	0.3	-3	0.6
Cc1cc(C2CCCCC2)n(O)c(=O)c1	-17&20	-0.2&-0.2	19	-0.6&0.7
O=C1/C(=C\c2ccccc2)SC(=Nc2ccccc2)N1Cc1ccccc1	4	-0.1	9	1.6

Shown with two lines to a compound: entries from further up.
Every second line gives: MITF primary, FBW7 act, TEAD-YAP inh, GPR151 activ
> O=C(NC1CCCCC1)N1CCCC(c2nc3c(nnn3Cc3ccccc3)c(=O)[nH]2)C1 (stereo not given)
  -4, -0.1, 6, 1.3
> CCOc1ccc(NC(=O)CSC2=C(C#N)C(c3ccncc3)C(C(=O)Nc3ccccc3)=C(C)N2)cc1 (stereo not given)
  -16, 0.2, -4, -2.2
> CCCc1cc(=O)oc2cc(OC(C)C(=O)OCC)ccc12 (stereo not given)
  6, 0.0, -5, 0.8
> Cc1ccc(S(=O)(=O)NC(C)(C)CN2CCOCC2)cc1
  7, 0.6, 10, -0.9
> CNC(=O)c1ccccc1Nc1cc(NC(=O)C(F)(F)c2ccccc2)ncc1C(F)(F)F
  -15, 0.5, 42*, -1.2
> CCCCc1nnc(NC(=O)c2ccc(C(C)(C)C)cc2)s1
  0, -0.1, -6, 0.4
> COCCN1CCCc2ccc(NC(=O)c3ccc(Br)cc3)cc21
  10, 0.0, -50, 1.8
> CCN(CC)S(=O)(=O)c1ccc(N2CCOCC2)c(C(=O)O)c1
  0, -0.5, -4, 1.6
> O=C(COc1ccccc1F)Nc1sccc1-c1nc2ccccc2s1
  8, -0.1, -13, 1.0
> CC1CCCC(NC(=O)C2N(CCCN3CCOCC3)C(=O)C3C(C(=O)Nc4ccc(Cl)cc4)C4C=CC32O4)C1C (stereo not given)
  -5, 0.2, -8, -0.1
> COc1ccc(-c2nc(C#N)c(NC3CCCCC3)o2)cc1
  -2, 0.0, -21, 1.6
> Cc1ccccc1OCC(=O)OC(C)CN1CCOCC1 (stereo not given)
  13, 1.6, -1, 0.7
> Cn1c(=O)c(=O)n(C)c2cc(S(=O)(=O)CCC(=O)Nc3ccccc3Cl)ccc21
  7, -0.1, -8, -1.4
> Fc1ccc(CNc2ccnc3c(-c4cccc5cccnc45)cnn23)cc1
  0, 0.3, -3, 0.6
> Cc1cc(C2CCCCC2)n(O)c(=O)c1
  -17&20, -0.2&-0.2, 19, -0.6&0.7
